# From PubChem BioAssay
# influenza NS1A: H1N1 influenza NS1A inhibitors, functional cell based assay (AID 504329) | NS1A functional cell-based assay, percent inhibition; higher % means a stronger effect | one-dose inhibition, % at 12.5 µM; IC50 in µM for titrated hits | 340,000 compounds, 0.3% hits; in the data active means a potency from the dose series; inconclusive means inhibition above about 27% without an active follow-up result; further: strong numbers were not always called active
# VEEV TC-83 Vero: inhibitors of VEEV TC-83 cytopathic effect, confirmation, Vero cells (AID 588727); Vero cells, VEEV TC-83 cytopathic effect inhibition; higher % means a stronger effect; one-dose inhibition, % at 20 µM; IC50 in µM for titrated hits; 350,000 compounds, 0.13% hits; in the data active means a potency from the dose series; inconclusive means inhibition mostly from about 14% at the one dose, without a potency; inactive means the rest, 99 in 100 with inhibition below about 12%; further: strong numbers were not always called active
# Salmonella PhoP GFP: PhoP regulon inhibitors, Salmonella typhi PhoP promoter GFP reporter, confirmatory (AID 1850) | Salmonella Typhi PhoP-promoter GFP reporter, fluorescence, 4 h; higher % means a stronger effect | inhibition, % at 50 µM, or IC50 in µM where a hit was titrated | 310,000 compounds, 0.33% hits; in the data active means a potency from the dose series; inconclusive means inhibition mostly from about 25% at the one dose, without a potency; inactive means the rest, 99 in 100 with inhibition below about 19%;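 further: 0% = induced wells with vehicle and 100% = uninduced wells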
# M. tuberculosis HTS: M. tuberculosis growth inhibition, HTS (AID 449762); M. tuberculosis H37Rv growth inhibition, 7H9 media; higher % means a stronger effect; 330,000 compounds, 0.59% hits; inhibition, % at 25 µM; hits with a dose series show IC50 in µM; in the data active means a potency from the dose series; inconclusive means inhibition above about 70% without an active follow-up result;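 further: bacterial growth assessed after seven days of incubation; strong numbers were not always called active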
# tuberculosis growth: growth inhibition of non-replicating M. tuberculosis (AID 488890); Mycobacterium tuberculosis non-replicating, growth inhibition; higher % means a stronger effect; one-dose inhibition, % at 25 µM; IC50 in µM for titrated hits; 320,000 compounds, 0.39% hits; in the data active means a potency from the dose series; inconclusive means inhibition mostly from about 82% at the one dose, without a potency; inactive means the rest, 99 in 100 with inhibition below about 76%;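 further: plate controls were DMSO cells for no effect and high antibiotic wells for full effect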
# VEEV TC-83 Vero 10K pilot screen: recorded beside VEEV TC-83 Vero, whose call it bears; inhibition, %; measured here: 10K pilot screen inhibition
# The depositor's hits bear a star; i = inactive; ? = inconclusive; . = no result given.
SMILES,influenza NS1A,VEEV TC-83 Vero,Salmonella PhoP GFP,M. tuberculosis HTS,tuberculosis growth,others
CCOC(=O)C1=C(c2ccccc2)NC(=O)NC1c1cccc(OC)c1OC (stereo not drawn),-2%,1.2%,11%,-5%,8%,
Cc1c(C)n(Cc2ccccc2)c2ncnc(N)c12,11%,3.8%,5%,0%,9%,
CCc1nc(-c2ccc(C)nc2OC)no1,-14%,4.1%,-6%,6%,24%,
CC(=O)Nc1ccc(SCC(=O)c2cc(C)n(-c3ccccc3)c2C)cc1,4%,1.0%,-3%,-1%,-3%,
Cc1cccc(-n2c(-c3ccc(Br)o3)n[nH]c2=S)c1,9%,4.2%,-2%,9%,.,
O=S(=O)(NC(=NCc1ccccc1)c1ccccc1F)c1ccccc1,-7%,0.8%,6%,-4%,-15%,
CCC(C)(C)NC(=O)C(c1ccccc1)N(Cc1cccs1)C(=O)Cn1nnc2ccccc21 (stereo not drawn),1%,6.8%,1%,3%,8%,
O=[N+]([O-])c1cccc(C=NNC(=S)NC23CC4CC(CC(C4)C2)C3)c1,14%,?,.,.,.,
Cc1c(NC(=O)c2ccc(NS(=O)(=O)c3cccc([N+](=O)[O-])c3)cc2)c(=O)n(-c2ccccc2)n1C,-11%,3.0%,.,.,.,
CCc1c(OC(C)=O)c2ccccc2n(C)c1=O,1%,i,-1%,2%,-7%,
CC1CCN(CCn2c(=S)[nH]c3cc4c(cc3c2=O)OCO4)CC1,-4%,i,10%,6%,8%,
Cc1cc(F)ccc1NC(=O)c1cnccn1,-4%,0.7%,7%,-4%,-4%,
O=C1CC(C(=O)NCc2ccccc2)N=C(N2CCCCC2)N1 (stereo not drawn),7%,5.2%,0%,3%,-19%,
CCCCn1c(-c2ccco2)n[nH]c1=S,3%,1.2%,-8%,-5%,15%,
NC1=NC(c2cn[nH]c2-c2ccc(F)cc2)n2c(nc3ccccc32)N1 (stereo not drawn),.,.,-9%,5%,1%,
CCN(CC)C(=O)[C@H]1C[C@H](CC(=O)NCC23CC4CC(CC(C4)C2)C3)C(=O)N2CCc3c([nH]c4ccc(Cl)cc34)[C@]12C,-2%,7.9%,.,.,.,
Cc1c(C)c2cc(Cl)c(O)c(CN3CCN(C)CC3)c2oc1=O,9%,1.1%,-5%,0%,6%,
Cc1ccccc1NC(=O)CCOc1ccccc1,-15%,0.3%,3%,-1%,65%,
CC(=O)N1CCN(C(=O)CCNC(=O)c2ccc(Br)cc2)CC1,-4%,7.7%,.,.,.,
CCOC(=O)C1CCN(S(=O)(=O)c2ccc(-n3cnnn3)c(C)c2)CC1,-1%,0.7%,-8%,6%,10%,
Cc1ccc(OCCn2cnc(Cl)c2Cl)cc1,3%,0.6%,-7%,-3%,42%,
CN1CCC(N(C)CC(C)(C)NS(=O)(=O)c2ccccc2)CC1,20%,0.5%,17%,1%,-5%,
Cc1nn(-c2ccc(N3CCOCC3)nn2)c(C)c1CCC(=O)Nc1ccccc1,-3%,4.6%,-5%,-2%,8%,
CC1(C)CC(=O)C(CS(=O)(=O)c2ccccc2)=C(Cl)C1,-11%,1.2%,-5%,2%,-13%,
Cc1cc(NC(=O)COc2ccc(F)c(Cl)c2)no1,1%,i,-3%,-2%,?,
Cc1cc(C(=O)NN=C2CCCC2)c2ccccc2n1,-8%,1.9%,-6%,0%,-13%,
Cc1ccc(S(=O)(=O)Nc2ccc(S(=O)(=O)N3CCOCC3)cc2)cc1,-5%,3.2%,9%,2%,24%,
CC(C)c1ccc(NC(=O)c2cc(S(=O)(=O)N3CCCC3)c[nH]2)cc1,0%,1.2%,.,-1%,23%,
Cc1cc(C)n2nc(C(=O)Nc3ccc(N4CCOCC4)cc3)nc2n1,2%,0.9%,12%,4%,0%,
Cc1cc(C)c(OCC(=O)N(Cc2ccccc2)C2CCS(=O)(=O)C2)c(C)c1 (stereo not drawn),2%,i,8%,8%,1%,
COC(=O)c1sc(NC(=S)NC(=O)c2ccccc2Cl)nc1C,-6%,2.4%,-2%,-4%,45%,
CCOC(=S)SCc1cn2cccc(C)c2n1,5%,8.4%,11%,4%,8%,
Cn1nnc(NC(=S)NC(=O)c2cccs2)n1,-3%,0.9%,2%,6%,72%,
CCN1CCN(CC(=O)c2cc(Cl)ccc2Cl)CC1,-3%,0.0%,4%,-3%,7%,
COc1ccc(CNC(=O)CN(Cc2ccccc2OC)C(=O)c2csnn2)cc1,0%,0.6%,8%,3%,18%,
CCCc1nc2sc3ccccc3c(=O)c2c(=O)n1Cc1ccccc1,3%,1.4%,.,.,.,
c1ccc(-c2cnc(C3CCCCC3)o2)cc1,3%,1.5%,.,.,.,
O=C(NCc1cccnc1)Nc1ccc([N+](=O)[O-])cc1,-3%,2.7%,-8%,-22%,25%,
COc1ccc(-n2nc(C(=O)NCC(=O)N3CCCCCC3)c3ccccc3c2=O)cc1,8%,3.9%,-4%,5%,-5%,
CN1CCN(c2nc3ccccn3c(=O)c2/C=C(\C#N)S(=O)(=O)c2ccccc2)CC1,9%,0.8%,-5%,-10%,0%,
CN1CCN(C(=O)C2(NC(=O)Nc3cccc(F)c3)CCCCC2)CC1,10%,0.7%,0%,-4%,-11%,
CC1=NNC(=O)C1CCC(=O)N/N=C/c1ccco1 (stereo not drawn),-2%,0.1%,0%,-6%,-8%,
Cn1c(Cc2csc(N)n2)nnc1SC/C=C/c1ccccc1,-5%,1.0%,19%,5%,8%,
Nc1cccc2c3c(oc12)CCCC3,-7%,1.6%,-2%,65%,55%,
O=C(N/N=C/c1cc2cc3c(cc2nc1Cl)OCO3)c1ccncc1,5%,3.6%,1%,?,27%,
N#Cc1ccc(CSc2nnc(NC(=O)c3ccc(=O)[nH]c3)s2)cc1,6%,4.6%,-7%,10%,12%,
Cc1ccc(N=C2CSC(=O)N2)cc1,-1%,0.8%,-3%,-7%,26%,
Clc1ccccc1CSc1nc2ccncc2[nH]1,1%,1.9%,0%,-4%,17%,
Cc1cccc(NC(=O)C(C)SCc2nc3sc(C)c(C)c3c(=O)[nH]2)n1 (stereo not drawn),-2%,9.5%,10%,0%,-10%,
COc1cccc2c1cc1c(=O)n(CC(=O)N3CCCC3)nc(C)n12,-1%,?,.,.,.,
Cc1ccc(NC2=NCC(=O)N2CCc2ccccc2)cc1C,-3%,2.2%,7%,-5%,.,
O=C(N/N=C/c1ccccc1)c1ccc(N2CCOCC2)c([N+](=O)[O-])c1,1%,0.6%,-3%,5%,33%,
CC1CC(C)CN(C(=O)COC(=O)c2cccc([N+](=O)[O-])c2)C1 (stereo not drawn),6%,0.2%,2%,11%,?,
COCCNC(=O)c1cc2sccc2n1C,4%,1.7%,5%,3%,-3%,
COC(=O)c1c(NC(C)=O)sc2c1CCN(Cc1ccccc1)C2,-1%,7.3%,1%,-10%,2%,VEEV TC-83 Vero 10K pilot screen=4.4
CCOc1ccc(NC(=O)COC(=O)COc2cccc3c2OC(C)(C)C3)cc1,-6%,0.9%,-1%,54%,48%,
COc1ccc(N=C2NC(=O)/C(=C\C=C\c3ccccc3)S2)cc1,0%,0.1%,5%,0%,6%,
COc1ccc(S(=O)(=O)N2CCN(c3ccc4nnc(-c5ccc(F)cc5)n4n3)CC2)cc1,10%,2.4%,-16%,-6%,.,
O=c1c([N+](=O)[O-])cc(C(F)(F)F)cn1Cc1c(Cl)cccc1Cl,7%,i,4%,28%,?,
Cn1nc(CC(=O)N2CCN(c3ccccc3)CC2)c2ccccc2c1=O,4%,0.8%,-5%,-1%,7%,
# Other structures.
SMILES,influenza NS1A,VEEV TC-83 Vero,Salmonella PhoP GFP,M. tuberculosis HTS,tuberculosis growth,others
CCOC(=O)c1c(S(=O)(=O)NCC(=O)NCc2ccccc2Cl)c(C)n(C)c1C,15%,i,-3%,5%,10%,
O=C(O)CCC(=O)N1N=C(c2cccs2)CC1c1ccc(Br)cc1 (stereo not drawn),3%,0.6%,-9%,-5%,7%,
Cc1sc(NC(=O)CSc2nc(N)n(CC(=O)c3ccccc3)n2)c(C#N)c1C,5%,0.6%,5%,-5%,18%,
c1ccc(Oc2ncnc3ccccc23)cc1,-5%,1.5%,.,.,.,
COc1ccc(CNC(=O)CN2CCC(NC(=O)c3ccccc3C)CC2)cc1,-6%,0.5%,12%,0%,7%,
O=C(NCCc1ccncc1)c1ccc2nc(Cc3cccc(Cl)c3)oc2c1,-3%,6.2%,-3%,14%,47%,
Cn1c(=O)c2ncn(CC(=O)Nc3cccc(-c4nc5ccccc5s4)c3)c2n(C)c1=O,2%,7.6%,10%,5%,17%,
C=CCCC(=O)Nc1nc(C)c(-c2csc(Nc3ccc(Cl)cc3)n2)s1,7%,4.8%,11%,-2%,33%,
CCCSc1cc(=O)n(-c2ccccc2)nc1C(=O)O,-10%,0.2%,-11%,-1%,-11%,
CC(C)(C)OC(=O)N[C@H](C(=O)OC(C)(C)C)c1ccc(Br)cc1,7%,0.7%,.,-9%,1%,
COc1cc(NC(=O)c2n[nH]c(=O)c3ccccc23)cc(OC)c1,-6%,1.1%,3%,3%,-18%,
Cc1ccc(/C(=N/Nc2ncnc3ccccc23)C(=O)O)cc1,9.5µM*,0.5%,7%,0%,20%,
O=C(c1ccccc1)N1CCN(S(=O)(=O)N2CCOCC2)CC1,-2%,0.8%,13%,-8%,-5%,
CC(C)OP(=O)(OC(C)C)C(Nc1cccc(C(=O)O)c1)c1ccccc1 (stereo not drawn),0%,0.2%,9%,1%,-4%,
O=C(Nc1ccc(N2CCOCC2)cc1)c1cnccn1,5%,i,4%,-1%,-10%,
CC(=O)Nc1ccc(-c2csc(Nc3ccc(Cl)cn3)n2)cc1,-2%,1.8%,-4%,-5%,5%,
Cc1nc(SCc2nc3cc(Cl)c(F)cc3[nH]2)c2oc3ccccc3c2n1,-21%,1.6%,.,9%,54%,
CCCn1nnc(NC(=O)c2cccc(OCC)c2)n1,-14%,1.6%,8%,4%,10%,
CCOC(=O)Cc1c(C)nc2cc(-c3ccc(C)cc3)[nH]n2c1=O,2%,2.5%,16%,-2%,6%,
Cc1cccnc1NC(=O)c1ccc(Cl)c(S(=O)(=O)N2CCCC2)c1,0%,0.5%,-5%,-12%,1%,
COc1cccc(C2C=C(c3ccc(Br)s3)Nc3ncnn32)c1OC (stereo not drawn),-3%,6.5%,-7%,33%,65%,
COc1ccc(/C=N/n2c(-c3cc(C)[nH]n3)n[nH]c2=S)cc1,1%,i,4%,2%,-27%,
O=C1CC(N2CCC(c3nc4ccccc4s3)CC2)C(=O)N1 (stereo not drawn),2%,0.6%,6%,-10%,7%,
CCCc1c(C(=O)N/N=C/C(C)=C/c2ccccc2)nnn1-c1nonc1N,12%,2.9%,-8%,3%,7%,

# Three compounds out of the list, sorted by count of non-hydrogen atoms, smallest number first:
SMILES,influenza NS1A,VEEV TC-83 Vero,Salmonella PhoP GFP,M. tuberculosis HTS,tuberculosis growth,others
O=C1CC(N2CCC(c3nc4ccccc4s3)CC2)C(=O)N1 (stereo not drawn),2%,0.6%,6%,-10%,7%,
CC(=O)Nc1ccc(-c2csc(Nc3ccc(Cl)cn3)n2)cc1,-2%,1.8%,-4%,-5%,5%,
CCCc1c(C(=O)N/N=C/C(C)=C/c2ccccc2)nnn1-c1nonc1N,12%,2.9%,-8%,3%,7%,

# Of the compounds above, these contain an aryl methoxy group:
SMILES,influenza NS1A,VEEV TC-83 Vero,Salmonella PhoP GFP,M. tuberculosis HTS,tuberculosis growth,others
CCOC(=O)C1=C(c2ccccc2)NC(=O)NC1c1cccc(OC)c1OC (stereo not drawn),-2%,1.2%,11%,-5%,8%,
CCc1nc(-c2ccc(C)nc2OC)no1,-14%,4.1%,-6%,6%,24%,
COc1ccc(CNC(=O)CN(Cc2ccccc2OC)C(=O)c2csnn2)cc1,0%,0.6%,8%,3%,18%,
COc1ccc(-n2nc(C(=O)NCC(=O)N3CCCCCC3)c3ccccc3c2=O)cc1,8%,3.9%,-4%,5%,-5%,
COc1cccc2c1cc1c(=O)n(CC(=O)N3CCCC3)nc(C)n12,-1%,?,.,.,.,
COc1ccc(N=C2NC(=O)/C(=C\C=C\c3ccccc3)S2)cc1,0%,0.1%,5%,0%,6%,
COc1ccc(S(=O)(=O)N2CCN(c3ccc4nnc(-c5ccc(F)cc5)n4n3)CC2)cc1,10%,2.4%,-16%,-6%,.,
COc1ccc(CNC(=O)CN2CCC(NC(=O)c3ccccc3C)CC2)cc1,-6%,0.5%,12%,0%,7%,
COc1cc(NC(=O)c2n[nH]c(=O)c3ccccc23)cc(OC)c1,-6%,1.1%,3%,3%,-18%,
COc1cccc(C2C=C(c3ccc(Br)s3)Nc3ncnn32)c1OC (stereo not drawn),-3%,6.5%,-7%,33%,65%,
COc1ccc(/C=N/n2c(-c3cc(C)[nH]n3)n[nH]c2=S)cc1,1%,i,4%,2%,-27%,
